Screens deposited in PubChem by several laboratories.
AID2073: inhibitors of Mint1-CaV2.2 protein interaction, biochemical, HTRF (AID 2073). HTRF protein-protein interaction, Mint1-CaV2.2; higher % means a stronger effect. one-dose inhibition, % at 20 µM; IC50 in µM for titrated hits. actives 0.19% (n = 290,000); in the data active means inhibition mostly above about 51%, no sharp cut-off; inconclusive means no clear call, values can overlap the other calls; inactive means mostly below about 53%; further: some results filed as inactive read as strong as hits
XIAP antagonists: XIAP antagonists, biochemical, IAP family, fluorescence polarization (AID 1018); actives 0.007% (n = 200,000); E3 ubiquitin-protein ligase XIAP (Homo sapiens); XIAP BIR domain, fluorescence polarization peptide displacement; higher % means a stronger effect; displacement, % at 20 µM; hits with a dose series show IC50 in µM; in the data active means displacement above about 50%; further: a part of the inactive calls stands beside numbers as strong as those of hits
SIAH1 antagonists: Siah-1 peptide-binding antagonists, primary screen, biochemical, fluorescence polarization, rhodamine-plectin, uHTS (AID 1817) | E3 ubiquitin-protein ligase SIAH1 (Homo sapiens) | Siah-1 / rhodamine-plectin peptide fluorescence polarization; higher % means a stronger effect | one-dose displacement, % at 20 µM; IC50 in µM for titrated hits | actives 0.02% (n = 290,000);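 active means displacement of at least 50% at 20 µM, with a fluorescence ratio check between 0.3 and a set limit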;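 further: plate controls were Siah plus tracer with DMSO for no effect and tracer alone without Siah for full effect; strong numbers were not always called active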
LYP inhibition: inhibitors of LYP phosphatase, biochemical, fluorescence intensity, uHTS (AID 1779); Tyrosine-protein phosphatase non-receptor type 22 (Homo sapiens); recombinant LYP phosphatase, fluorescence intensity; higher % means a stronger effect; one-dose inhibition, % at 11.5 µM; IC50 in µM for titrated hits; actives 0.054% (n = 290,000);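 further: plate controls were vehicle with enzyme for no effect and no enzyme for full effect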
Lipid droplet: inhibitors of hepatocyte lipid droplet formation, primary screen, imaging, high-throughput imaging, BODIPY stain | AML12 mouse hepatocytes, oleate lipid droplets | inhibition, % at 6.5 µM | actives 0.4% (n = 240,000);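 active means lipid droplet intensity inhibited by at least 50%, with more than 500 cells counted; inconclusive means wells with under 300 cells, treated as cytotoxic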
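Assay system: AML12 mouse liver cells | Compound dosing: One dose, 6.5 µM compound | Read-out basis: Droplet intensity reduction, % inhibition | Measured by: Fluorescence imaging, 20x objective, two fields per well | Schedule: Overnight treatment with compound plus oleate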
NOD2 inhibition: NOD2 signaling inhibitors, cell-based, luminescence, uHTS, HEK293 (AID 1566) | actives 0.63% (n = 290,000) | one-dose inhibition, % at 4 µM; EC50 in µM for titrated hits | HEK293 NOD2/NF-kB luciferase reporter, luminescence; higher % means a stronger effect; further: many of its hits are not listed in these tables
M17LAP inhibition: P. falciparum M17LAP inhibitors, primary screen, biochemical, fluorogenic H-Leu-NHMec substrate, 1536-well (AID 1619) | actives 0.38% (n = 220,000) | one-dose inhibition, % at 30 µM; IC50 in µM for titrated hits | recombinant M17LAP, H-Leu-NHMec fluorogenic kinetic assay; higher % means a stronger effect;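 active means compound inhibiting the enzyme by more than half at any dose during confirmatory dose-response retesting; inconclusive means strong single-dose inhibitors picked by rank but not retested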;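 further: plate controls were full reaction with DMSO carrier for no effect and no enzyme background for full effect; strong numbers were not always called active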
ER stress rescue: rescue of cells from ER stress-induced death, primary screen, 384-well, CSM14.1, thapsigargin, ATP luminescence (AID 1222); CSM14.1 thapsigargin-induced death rescue, ATP luminescence; higher % means a stronger effect; 190,000 tested, under 10 active; cellular ATP content (survival), % at 20 µM, or EC50 in µM where a hit was titrated;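 active means EC50 below 50 µM in the dose-response confirmation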;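 further: death triggered by thapsigargin at about 15 µM added after 2 h compound pretreatment; cell ATP read after overnight thapsigargin exposure of roughly 18 to 22 hours; normalized against plate controls of thapsigargin alone and 5% DMSO vehicle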
P. falciparum M1AAP: P. falciparum M1AAP inhibitors, biochemical, fluorogenic H-Leu-NHMec substrate, 1536-well (AID 1445); Aminopeptidase N (Plasmodium falciparum (isolate 3D7)); recombinant M1AAP, H-Leu-NHMec fluorogenic kinetic assay; higher % means a stronger effect; inhibition, % at 30 µM; hits with a dose series show IC50 in µM; actives 0.42% (n = 220,000);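 active means primary inhibition above the hit cutoff, then over 50% inhibition at one or more dose response concentrations, cut at about 23% in these data, passing the limit was not always enough; inconclusive means conflicting primary data, or primary hits not chosen for dose response; inactive means low primary inhibition, or under 50% at every dose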;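 further: plate controls were DMSO full reaction for no effect and no enzyme background for full effect; strong numbers were not always called active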
Lipid droplet cells 6.5 µM: also measured in Lipid droplet; calls as there; cell count; measured here: cell count, cytotoxicity flag;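 cells counted across two imaged fields per well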
* marks the source's active call; other numbers are inactive results; ? = inconclusive; . = no result given. Unless noted, no stated cut-off is given here; in the data, active means inhibition above about 50%; inactive means the rest. An excerpt (hit frequency here may not be typical).

molecule	ER stress rescue	AID2073	LYP inhibition	XIAP antagonists	Lipid droplet	Lipid droplet cells 6.5 µM	P. falciparum M1AAP	NOD2 inhibition	M17LAP inhibition	SIAH1 antagonists
c1ccc(Oc2ccc3ccccc3n2)cc1	0.8%	-4%	-10%	-4.3%	27	686	7%	-18%	0%	26%
COC(=O)C(Cc1ccccc1)NC(=O)CNS(=O)(=O)c1ccc(Br)cc1 (stereo not drawn)	-1.2%	21%	0%	-1.4%	-25	737	-2%	6%	-4%	2%
COc1ccc(S(=O)(=O)N(C)CC(=O)NC2CCCCC2)cc1Cl	-1.6%	-5%	-10%	-6.2%	6	782	2%	6%	6%	-9%
CCN1CCN(C(=O)c2ccccc2NS(=O)(=O)c2ccc(Cl)cc2)CC1	-0.5%	24%	-5%	6.7%	-3	684	4%	15%	0%	7%
CCOC(=O)N1CCC(NC(=O)C2CCN(S(=O)(=O)c3cnc[nH]3)CC2)CC1	0.7%	4%	-4%	-1.1%	-3	672	-1%	11%	-4%	0%
CCCCCCOc1ccc(OCC(O)CN2C(=O)NC(C)(C)C2=O)cc1 (stereo not drawn)	-1.4%	13%	5%	-6.5%	-3	740	-2%	-39%	15%	-3%
O=[N+]([O-])c1ccccc1/C=N\N1CCN(Cc2ccccc2Cl)CC1	.	-7%	-1%	.	-2	853	.	-11%	.	0%
Cc1ccc2cc3c(NC(=O)C(C)C)nn(C)c3nc2c1	-1.4%	22%	-2%	-3.1%	.	.	4%	12%	1%	2%
Cc1[nH]c2ccccc2c1/C=N/NC(=O)c1cccc(S(=O)(=O)Nc2ccccc2Cl)c1	1.3%	13%	4%	-7.4%	8	650	20%	18%	-3%	-11%
CC(C)NS(=O)(=O)c1ccc(CCC(=O)NCc2ccco2)cc1	-0.9%	-13%	-4%	-5.6%	2	769	-1%	16%	4%	0%

molecule	ER stress rescue	AID2073	LYP inhibition	XIAP antagonists	Lipid droplet	Lipid droplet cells 6.5 µM	P. falciparum M1AAP	NOD2 inhibition	M17LAP inhibition	SIAH1 antagonists
COc1cc2c(cc1OC)-c1cc3ccc4c(c3c[n+]1CC2)OCO4	-0.9%	37%	-5%	-8.5%	-64	724	17%	12%	41%	-9%
CN(C)CCCNC(=O)/C(=C/c1ccc(-c2ccc([N+](=O)[O-])cc2)o1)NC(=O)c1ccccc1	.	-1%	-12%	.	-1	748	.	17%	.	-5%
COc1cc(C(=O)NCC(=O)N/N=C(/C)c2cccs2)cc(OC)c1OC	-1.0%	0%	-6%	-3.3%	1	628	9%	8%	-10%	0%
CCCC1(C(=O)OCC)NC(c2ccc(OC)cc2OC)C2C(=O)N(c3ccc4c(c3)OCCO4)C(=O)C21 (stereo not drawn)	3.5%	0%	-4%	-3.5%	-23	752	-6%	19%	1%	3%
Cc1cccc(NC(=O)CN2C(=O)CCS(=O)(=O)c3ccccc32)c1C	.	6%	-10%	.	16	781	.	2%	.	1%
CCN(CC)CC(=O)c1ccc(-c2ccccc2)cc1	-1.6%	1%	-2%	-9.1%	2	591	3%	5%	60µM*	-2%
CC(C)(C)NC(=O)C(c1ccc(O)cc1)N(Cc1ccco1)C(=O)CCC(=O)Nc1ccccn1 (stereo not drawn)	.	12%	-11%	.	-7	803	.	7%	.	3%
COC(=O)C1=CN(Cc2cccs2)C=C(C(=O)OC)C1c1ccc(OC)cc1OC	10%	10%	-7%	-6.7%	4	695	.	-4%	.	-1%
COc1ccc([N+](=O)[O-])cc1NC(=O)CSc1nccc(C)n1	-2.6%	6%	-6%	-1.7%	-22	640	10%	9%	-7%	11%
O=Cc1ccc(OC(=O)/C=C/c2ccccc2)cc1	.	-6%	-1%	.	-1	709	.	-10%	.	0%

Ordered by count of non-hydrogen atoms (largest number first): part of the list above
molecule	ER stress rescue	AID2073	LYP inhibition	XIAP antagonists	Lipid droplet	Lipid droplet cells 6.5 µM	P. falciparum M1AAP	NOD2 inhibition	M17LAP inhibition	SIAH1 antagonists
CCCC1(C(=O)OCC)NC(c2ccc(OC)cc2OC)C2C(=O)N(c3ccc4c(c3)OCCO4)C(=O)C21 (stereo not drawn)	3.5%	0%	-4%	-3.5%	-23	752	-6%	19%	1%	3%
Cc1cccc(NC(=O)CN2C(=O)CCS(=O)(=O)c3ccccc32)c1C	.	6%	-10%	.	16	781	.	2%	.	1%
O=Cc1ccc(OC(=O)/C=C/c2ccccc2)cc1	.	-6%	-1%	.	-1	709	.	-10%	.	0%

Other results.
molecule	ER stress rescue	AID2073	LYP inhibition	XIAP antagonists	Lipid droplet	Lipid droplet cells 6.5 µM	P. falciparum M1AAP	NOD2 inhibition	M17LAP inhibition	SIAH1 antagonists
CC(NC(=O)CCNC(=O)c1ccccc1Cl)c1ccc(-n2ccnc2)cc1 (stereo not drawn)	.	9%	-8%	.	-4	726	.	17%	.	-6%
Cc1coc(=N)n1CC(=O)c1ccc(Cl)cc1	2.0%	8%	2%	-3.8%	-10	702	-5%	-9%	-1%	-2%
COc1ccc(N2CCN(CC(=O)NCc3ccc(Cl)cc3)CC2)cc1	.	-6%	-9%	.	-6	815	.	1%	.	2%
COc1ccc(/C=C/C(=O)NC(=S)Nc2ccccn2)cc1	.	34%	-1%	.	14	863	.	-29%	.	11%
O=c1c2[nH]c3ccc(Cl)cc3c2ncn1CCN1CCCCC1	0.4%	9%	-2%	1.2%	.	.	-2%	0%	4%	-2%
Cc1cccc(N2C(=O)CC(SC(=Nc3ccccc3)Nc3ccccc3)C2=O)c1 (stereo not drawn)	-2.2%	0%	13%	-3.0%	-9	616	5%	1%	-3%	9%
O=C(c1cc(COc2cccc(C(F)(F)F)c2)on1)N1C[C@@H]2CCC[C@H]1C2	.	15%	-3%	.	4	818	.	-17%	.	3%
CC(=O)NC1CC2CCCC(C1)N2C(=O)Nc1ccc(Cl)c(C(F)(F)F)c1 (stereo not drawn)	-2.2%	1%	-6%	-3.8%	-2	725	6%	20%	12%	0%
CCn1c(=O)c(C(=O)Nc2ccccc2)c(O)c2ccccc21	.	6%	-7%	.	-6	774	.	9%	.	1%
Cc1cc(S(=O)(=O)N2CCN(c3ccccc3F)CC2)ccc1-n1cnnn1	.	-7%	-3%	.	23	728	.	6%	.	1%

molecule	ER stress rescue	AID2073	LYP inhibition	XIAP antagonists	Lipid droplet	Lipid droplet cells 6.5 µM	P. falciparum M1AAP	NOD2 inhibition	M17LAP inhibition	SIAH1 antagonists
O=C(NCC1CCN(C(=O)c2cccc([N+](=O)[O-])c2)CC1)c1cccc([N+](=O)[O-])c1	.	-6%	-2%	.	-4	827	.	-11%	.	-1%
Cc1cc(C)cc(C(=O)OCC(=O)NC2CCCC2)c1	.	6%	-11%	.	-11	813	.	11%	.	-1%
O=C(CSc1nc2ccccc2o1)NC(=O)NCc1ccco1	-1.2%	-5%	0%	-6.7%	-6	506	0%	4%	3%	-4%
CC1(C)N=C(N)NC(Nc2ccccc2)=N1	-0.8%	-7%	-8%	-2.9%	.	.	4%	7%	-2%	7%
CC(C)CNC(=O)c1nn(Cc2ccccc2)c(=O)c2ccccc12	.	-3%	-10%	.	0	723	.	-10%	.	0%
CCN(CC)C(=O)Cn1cc(C(=O)C(=O)N2CCN(c3ccccc3)CC2)c2ccccc21	.	0%	-7%	.	-13	678	.	16%	.	2%
Cc1cc(C)cc(-n2c(C)c3c(C)nnc(C)c3c2C)c1	2.1%	3%	-5%	0.0%	-39	738	8%	15%	10%	2%
O=C(c1cnc2ccccn2c1=O)N1CCc2ccccc21	-0.2%	4%	-9%	-0.1%	-4	743	7%	0%	7%	-3%
COc1cc(/C=C2/C(=O)NN(c3cccc(C)c3)C2=O)ccc1OC(=O)c1ccco1	-1.6%	10%	-3%	-4.9%	-7	456	20%	-24%	10%	2%
C/C=C/c1ccc(OCCCCOc2ccc(OC)cc2)c(OC)c1	-1.5%	3%	2%	-12%	-5	631	-1%	-1%	7%	-6%

molecule	ER stress rescue	AID2073	LYP inhibition	XIAP antagonists	Lipid droplet	Lipid droplet cells 6.5 µM	P. falciparum M1AAP	NOD2 inhibition	M17LAP inhibition	SIAH1 antagonists
O=C(Cc1ccccc1)c1c[nH]c(C(=O)NCCCn2ccnc2)c1	.	4%	2%	-2.5%	-2	698	1%	11%	-11%	-2%
Cc1ccsc1C1CC(=O)NC2=C1C(=O)CC(C)(C)C2 (stereo not drawn)	-1.6%	-4%	-4%	0.3%	.	.	2%	6%	-12%	-1%
C[n+]1nc(Nc2ccccc2)sc1-c1ccc(C(=O)O)cc1	.	-14%	2%	.	-11	638	2%	-4%	-2%	18%
Nc1nc(-c2nc3ccccc3[nH]2)cs1	-4.2%	11%	-14%	-0.5%	5	687	12%	-60%	6%	1%
CC(C)[C@H](NC(=O)C1CCN(C(=O)[C@@H]2CCCN2)CC1)C(=O)NCc1ccc(F)cc1	.	-2%	-12%	.	.	.	.	10%	.	6%
CCOC(=O)c1ccc(N2C(=O)c3n[nH]c(-c4ccco4)c3C2c2ccc([N+](=O)[O-])cc2)cc1 (stereo not drawn)	-2.4%	71%*	30%	-6.7%	15	712	-2%	-3%	3%	-2%
CCn1c(Oc2ccccc2)nc2c1c(=O)n(C)c(=O)n2C	.	10%	-4%	.	-8	775	.	23%	.	-2%
COc1ccccc1-c1nnc(SCC(=O)NCc2c(C)c(Cl)cc(C(C)C)c2O)o1	-2.3%	-6%	6%	.	15	684	7%	6%	-17%	4%
Cc1cccc2cc(CNC3CCCC3)c(Cl)nc12	-1.4%	-6%	-5%	16%	13	690	.	16%	.	-1%
COc1ccc(/C(C)=N/NC(=O)CN(c2ccc(OC)cc2)S(=O)(=O)c2ccccc2)cc1	.	15%	-2%	.	10	801	.	-5%	.	-3%
CC(NC(=O)c1ccc(OC2CCN(S(=O)(=O)N(C)C)CC2)cc1)C1CC1 (stereo not drawn)	1.7%	26%	-7%	-4.8%	18	727	-1%	26%	-2%	9%
COc1cc(/C=N\NC(=O)CN2CCOCC2)ccc1OCC(=O)Nc1ccc(C)c(C)c1	0.8%	?	0%	-3.6%	.	.	-6%	-16%	12%	1%
COc1cc2c(cc1OC)/C(=C/C(=O)N1CCOCC1)NC(C)(C)C2	11%	32%	-12%	-3.5%	.	.	7%	8%	-4%	-2%
